PriA SSB inh: inhibitors of Klebsiella pneumoniae PriA binding to SSB C-terminal tail, primary screen, biochemical, AlphaScreen; PriA–SSB C-terminal tail interaction (Klebsiella pneumoniae); AlphaScreen SSBct-PriA binding, biotinylated peptide; inhibition, % at 33 µM; 430,000 compounds, 0.6% hits; AID 1272365, 2023; in the data active means inhibition mostly above about 37%, no sharp cut-off; inactive means mostly below about 20%;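 further: plate controls were negative control peptide for no effect and reference peptide for full effect; strong numbers were not always called active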
Starred values were filed as active, the others as inactive; & = joins results of further samples. An excerpt; the hit share may differ from the screen's.

SMILES	PriA SSB inh
Cc1c(Cc2ccc3c(c2)OCO3)sc(NC(=O)c2ccc(C(=O)c3ccccc3)cc2)c1C(N)=O	-4
Cc1ccccc1-c1cn2ccccc2n1	-12
CCNC(=O)N1CCN(Cc2nc(-c3ccc(F)cc3)cs2)CC1	10
Cn1cc(C(=O)NCCn2nc(-c3cccs3)n(C3CC3)c2=O)nn1	-5
S=c1[nH]nc(C2CCCCC2)n1N=Cc1cccs1	2
CCC1(CC)NC(=O)N(CC(=O)Nc2ccc3c(c2)OCCO3)C1=O	-4
COc1ccc(Cl)cc1C(=O)Nc1cc(C)nn1-c1nc(-c2ccc(F)cc2)cs1	-15
COc1ccccc1NC(=O)CSc1nnc(-c2cnccn2)n1Cc1ccco1	37
COc1ccc(N2CCN(C(=O)CCCc3nnc4n(Cc5ccccc5)c(=O)c5ccccc5n34)CC2)cc1	1
O=C(CCCS(=O)(=O)c1ccccc1)Nc1nc2cc3c(cc2s1)OCO3	2
O=C(Cn1cnc2c(cnn2C2CCS(=O)(=O)C2)c1=O)Nc1ccc(F)c(Cl)c1 (configuration not stated)	-2
CSc1cccc(C(=O)Nc2nc3c(Br)cccc3s2)c1	-5
O=C(CSc1ccc(-c2ccc(-n3cccn3)cc2)nn1)N1CCN(c2ccccc2)CC1	-7
COc1cccc(CNC(=O)C(=O)Nc2ccccc2C#N)c1	-7&-5
COc1ccc(C(=O)Nc2ccc3c(c2)CCC(=O)N3Cc2ccccc2)c(OC)c1OC	-9
O=C(CCC1CCCCC1)NCCCn1nc(-c2cccnc2)ccc1=O	-7
Cc1ccnc(NS(=O)(=O)c2ccc(NC(=O)/C=C/c3ccc([N+](=O)[O-])s3)cc2)n1	2
CC(C)CCNC(=O)C(=O)Nc1ccc(Cl)c(N2CCCS2(=O)=O)c1	-8
O=C(Cn1c(CO)c[nH]c1=S)NC1CCCC1	-13
N#Cc1nccnc1N1CCC(CNS(=O)(=O)c2ccc3c(c2)CCO3)CC1	-1
Cc1cc(S(=O)(=O)NCCc2csc(-c3ccc(Cl)cc3)n2)ccc1F	-7
CCc1ccccc1NC(=O)N1CCN(c2cc(C)ncn2)CC1	-7
CC1Cc2c(NC(=O)c3ccc4ccccc4n3)nn(C)c2NC1=O (configuration not stated)	6
Cc1nc(-n2nc(-c3ccco3)cc2NC(=O)c2ccc(Cl)cc2)[nH]c(=O)c1C	-2
COc1ccc(CNC(=O)c2cn(-c3ccc(C)cc3)nn2)c(OC)c1	-13

Molecules listed so far that contain a halogen, in the order listed:
SMILES	PriA SSB inh
CCNC(=O)N1CCN(Cc2nc(-c3ccc(F)cc3)cs2)CC1	10
COc1ccc(Cl)cc1C(=O)Nc1cc(C)nn1-c1nc(-c2ccc(F)cc2)cs1	-15
O=C(Cn1cnc2c(cnn2C2CCS(=O)(=O)C2)c1=O)Nc1ccc(F)c(Cl)c1 (configuration not stated)	-2
CSc1cccc(C(=O)Nc2nc3c(Br)cccc3s2)c1	-5
CC(C)CCNC(=O)C(=O)Nc1ccc(Cl)c(N2CCCS2(=O)=O)c1	-8
Cc1cc(S(=O)(=O)NCCc2csc(-c3ccc(Cl)cc3)n2)ccc1F	-7
Cc1nc(-n2nc(-c3ccco3)cc2NC(=O)c2ccc(Cl)cc2)[nH]c(=O)c1C	-2

As entered above:
CC(C)CCNC(=O)C(=O)Nc1ccc(Cl)c(N2CCCS2(=O)=O)c1 | PriA SSB inh = -8
COc1ccc(C(=O)Nc2ccc3c(c2)CCC(=O)N3Cc2ccccc2)c(OC)c1OC | PriA SSB inh = -9
O=C(CCC1CCCCC1)NCCCn1nc(-c2cccnc2)ccc1=O | PriA SSB inh = -7
S=c1[nH]nc(C2CCCCC2)n1N=Cc1cccs1 | PriA SSB inh = 2

The listing continues:
SMILES	PriA SSB inh
O=C(COc1ccccc1)NCCNc1cc(-n2cccc2)ncn1	-13
Cc1ccc(Nc2nc(C(=O)NCc3ccc(S(N)(=O)=O)cc3)cs2)c(C)c1	5
CCOc1ccc(-c2nc(N)sc2C)cc1	21
CCN(Cc1ccccc1)S(=O)(=O)c1ccc(F)c(C(=O)Nc2ccccc2Cl)c1	-12
COc1cn2c(cc1=O)C(=O)N(CCNC(=O)c1ccc(-c3ccccc3)cc1)CC2	-5
Cc1nc2cc(NC(=O)CN(C)c3nc4ccccc4s3)ccc2s1	-11
Cc1ccc(N2CCCS2(=O)=O)cc1NC(=O)C(=O)NCC1CCCO1 (configuration not stated)	-12
CC(C)c1ccc(OCC(=O)NCCn2nc(-n3ccnc3)ccc2=O)cc1	1
CCNc1nc(NCC)nc(NN=Cc2ccc(O)c(O)c2)n1	-4
COc1ccccc1C(=O)NCCn1ncc2c(=O)n(Cc3cccc(F)c3)cnc21	2
O=C(NN=Cc1cc([N+](=O)[O-])ccc1O)c1ccc2c(c1)OCCO2	-5
Cc1cccc(NC(N)=Nc2nc(C(F)(F)F)cc(=O)[nH]2)c1C	4
O=C(COc1cccc(Cl)c1)NCCCn1nc(-c2ccc(Cl)cc2)ccc1=O	-3
CCOC(=O)C(CC)Sc1cc(C)c(C#N)c2nc3ccccc3n12 (configuration not stated)	-10
CN1C(=O)Cc2cc(NS(=O)(=O)c3ccccc3F)ccc21	-9
O=C(CCCSc1ccc(F)cc1)N1CCN(c2nc3ccc(Cl)cc3s2)CC1	0&8
CN(C)c1cnnc(N2CCN(C(=O)C3CCCC3)CC2)c1	-1
O=C(Nc1cc(Cl)cc(Cl)c1)c1ccc2ccccc2c1	-6
CC(=O)Nc1ccc(S(=O)(=O)NCCn2ccc(-c3ccsc3)n2)c(C)c1	-5
C=CCn1nnnc1SCC(=O)Nc1ccccc1OC	-9
Cc1ccc(-c2ccc(C=NN3C(=O)C4C5C=CC(C6CC56)C4C3=O)o2)c([N+](=O)[O-])c1 (configuration not stated)	34
O=C(Nc1cccs1)N1CC(c2nc(-c3cccc(Cl)c3)no2)C1	5
CC(NC(=O)CCn1cnc2c(cnn2-c2ccc(F)cc2)c1=O)c1ccccc1 (configuration not stated)	-9
O=C(Cc1ccc2c(c1)OCO2)Nc1onc2c1CCCC2	-2
Cn1cnnc1S(=O)(=O)C1CCN(C(=O)Cn2ncccc2=O)CC1	-30

Given with bars between the fields: part of the list above
Compound | PriA SSB inh
O=C(Cc1ccc2c(c1)OCO2)Nc1onc2c1CCCC2 | -2
O=C(COc1ccccc1)NCCNc1cc(-n2cccc2)ncn1 | -13
CCOc1ccc(-c2nc(N)sc2C)cc1 | 21
O=C(COc1cccc(Cl)c1)NCCCn1nc(-c2ccc(Cl)cc2)ccc1=O | -3

Back to the main list; the two compounds before the break are reprinted first.
SMILES	PriA SSB inh
O=C(Cc1ccc2c(c1)OCO2)Nc1onc2c1CCCC2	-2
Cn1cnnc1S(=O)(=O)C1CCN(C(=O)Cn2ncccc2=O)CC1	-30
Cc1cc(C)c(NC(=O)CCCn2nc(-c3ccc(Cl)cc3)ccc2=O)c(C)c1	-16
Cc1cc(C)n2nc(C(=O)N3CCC[C@H](Cc4nc(-c5ccsc5)no4)C3)nc2n1	-18
NC(=S)NN=C1c2ccccc2-c2c(C(=O)O)cccc21	3
COc1ccc(C(=O)ON=C2CCS(=O)(=O)c3sccc32)cc1	4
O=C(CSc1ncnc2c1oc1ccccc12)Nc1ccc(OC(F)(F)F)cc1	-8
O=S(=O)(c1cccs1)N1CCCSCC1CN1CCCC1 (configuration not stated)	-17
Cc1cccc(-c2csc(C(=O)Nc3ccc(F)c(F)c3)c2-n2cccc2)c1	-18
O=C(CNC(=O)C12CC3CC(CC(C3)C1)C2)NN=Cc1ccco1	-5
Cn1c(C(F)(F)F)nn(CCNC(=O)COc2cccc3c2OC(C)(C)C3)c1=O	-6
O=C(Nc1ccc2sccc2c1)c1ccc([N+](=O)[O-])s1	46*
CCOC(=O)N1CC(=O)Nc2ccc(Br)cc2[C@@H]1c1ccccc1	-7
O=C(NCCCc1ccccc1)N1CCN(C[C@H](O)c2ccco2)CC1	-8
CC(=O)OCC1OC(Oc2ccc(C(=O)Cc3cscn3)c(O)c2)C(OC(C)=O)C(OC(C)=O)C1OC(C)=O (configuration not stated)	5
CCCCCCCC1CC(C(C)=NNC(N)=O)OC1=O (configuration not stated)	-6
CC(=NOC(=O)c1cccc(C(F)(F)F)c1)c1cnccn1	5
CCOC(=O)C(=NNc1cccc(Cl)c1)Sc1nnc(-c2ccc(OC)cc2)n1C	5
COc1ccc(OC)c(NC(=O)C(=O)NC[C@@H](c2ccco2)N(C)C)c1	-3
Cc1noc(C)c1S(=O)(=O)NCc1nn(C)c2c1COCC2	-3
CO[C@@H](CNC(=O)C(=O)Nc1cc(C)on1)c1cccc(F)c1	-10
O=[N+]([O-])c1ccc(O)c(C=Nn2cnc3ccccc32)c1	-6
COC(CNS(C)(=O)=O)c1ccsc1 (configuration not stated)	-14
CC(=NNC(=O)c1ccccc1)c1c(C)[nH]n(-c2ccccc2)c1=O	-2
O=S(=O)(Cc1ccc(C(F)(F)F)cc1)N(CCc1cccs1)Cc1ccoc1	-16
CN(C)CCN(C(=O)CCc1ccccc1)c1nc2cc3c(cc2s1)OCO3	-1
Cc1cc(O)c(C=Nc2ccc(I)cc2)c(=O)o1	-12&5

The list goes on:
SMILES	PriA SSB inh
CCOc1ccc(-n2c(C)cc(C(=O)CN3CCC(C)CC3)c2C)cc1	17
CCOc1cc(C(=O)Nc2ccc(-n3nncc3-c3ccc(Br)cc3)cc2)cc(OCC)c1OCC	1
CN1C(=O)/C(=C\c2ccc(C(=O)Nc3ccc(O)cc3C(=O)O)cc2)SC1=S	-6
O=C(Nc1ccccc1Cc1nc(-c2ccco2)no1)[C@H]1CCOC1	-17
Cc1nnc(NC(=O)CN2CCN(Cc3nc(C(C)(C)C)cs3)CC2)s1	-4
O=C(NCc1cnn2ccccc12)Nc1ccc2c(c1)OCO2	2
CC1CCc2cc(F)ccc2N1C(=O)CCCSc1ccc(NC(=O)C2CC2)nn1 (configuration not stated)	-4
COc1ccc(S(=O)(=O)N2CCN(c3ccc4nncn4n3)CC2)cc1F	4
Cc1cc(OC2CN(C(=O)c3ccccn3)C2)cc(=O)o1	0
CCOc1ccccc1NC(=O)c1cc2ccccc2c(=O)s1	-22
Cc1cnc2n(c1=O)CC(C(=O)Nc1nc3ccc(S(C)(=O)=O)cc3s1)CS2 (configuration not stated)	-1
COCCn1c(=NC(=O)c2ccccc2S(C)(=O)=O)sc2cc(F)cc(F)c21	-9
COC(=O)CSC1CCN(C(=O)C2c3ccccc3Oc3ccccc32)C1 (configuration not stated)	-34
CN(C)S(=O)(=O)c1ccc(C(=O)NCc2cc(-c3ccccn3)n(C)n2)cc1	-12
CN(C)CCn1c2c(c(SCC(=O)Nc3ccccc3[N+](=O)[O-])nc1=O)CCCC2	-2
CCCN1C(=O)C(C)(C)COc2ccc(NC(=O)Cc3ccc(OC)cc3)cc21	17
O=S(=O)(N=C(Sc1ccccc1)c1ccccc1)c1ccccc1	-20
COc1cc(C2C(=C(O)c3ccc4c(c3)CC(C)O4)C(=O)C(=O)N2CCCn2ccnc2)cc(OC)c1OC (configuration not stated)	-3
O=c1[nH]c(S)c(C=C2C=Nc3ccccc32)s1	14&76
Cc1cc(C(=O)Nc2nc3c(s2)CN(C)CC3)n(C)n1	-17
O=S(=O)(/C=C/c1ccccc1)NCCc1nc2c(c(C(F)(F)F)n1)CCCC2	-9
Cc1ccc(-c2ccc(=O)n(CCCNC(=O)c3ccc4ccccc4n3)n2)cc1	4
Cc1ccc(C=Nn2c(COc3ccccc3)n[nH]c2=S)s1	7
CCS(=O)(=O)N1CCCC(c2nnc(-c3cccs3)o2)C1 (configuration not stated)	-15
COc1ccc2nc(-c3ccc(NS(=O)(=O)c4cccs4)cc3)cn2n1	-3

Carrying on.
SMILES	PriA SSB inh
O=C(c1ccc2nsnc2c1)N1CCN(CC(O)c2ccco2)CC1 (configuration not stated)	-4
O=C(Nc1cc(F)ccc1F)N1CCN(c2ccc(-c3ccc4c(c3)OCO4)nn2)CC1	-3
O=C1OC2(CCN(C(=O)CCc3ccc(Cl)c(C(F)(F)F)c3)CC2)c2ccccc21	-13
CC(=NO)c1ccn(S(=O)(=O)c2ccc(Cl)cc2)c1	-6
COc1cc(C=NNc2ccc(Cl)c(C(=O)O)c2)ccc1OC(=O)c1cccs1	-4
COc1ccccc1NC(=O)C(=NOCc1ccc(C#N)cc1)C(C)=O	1
O=C(Nc1nc2c(s1)C(=O)NCCC2)c1cc(-c2ccc3c(c2)OCO3)n[nH]1	-6
O=C(Cc1csc(Nc2cccc(Cl)c2)n1)Nc1nccs1	2
CC1CCN(CCC(=O)NN=Cc2ccc([N+](=O)[O-])cc2)CC1	-7
Cc1cccc(C=NNC(=O)c2ccc(Br)cc2)c1	1
O=C(NN=Cc1cccc(Oc2ccccc2)c1)c1cc[n+]([O-])cc1	-6
Cc1nc(-c2ccccc2Cl)sc1CNC(=O)CCS(=O)(=O)c1ccccc1	-3
CCc1ccc(S(=O)(=O)Nc2cc(N3CCCS3(=O)=O)ccc2OC)s1	-3
CSc1cccc(NC(=O)CC2CCCCN2S(=O)(=O)c2ccccc2)c1 (configuration not stated)	21
Cc1ccc(NC(=O)CCC(=O)NN=Cc2cccs2)cc1	-6
C#CCn1c(=NC(=O)c2cccc(S(C)(=O)=O)c2)sc2cc(C)c(C)cc21	-1
COc1ccc(S(=O)(=O)N2CCN(c3ccc(Nc4cccc(C)n4)nn3)CC2)cc1Cl	-10
CCOC(=O)N1CCC(NC(=O)Cc2c(C)nc(SCc3ccccc3)[nH]c2=O)CC1	-8&-6
O=C(OCCNC1=C(Cl)C(=O)c2ccccc2C1=O)c1ccccc1	-4
CC(C)C(=O)N1CCc2ccc(NS(C)(=O)=O)cc2C1	-4
CO[C@@](C)(CNS(=O)(=O)/C=C/c1ccccc1)c1cccc(Cl)c1	-4
CC(=NNC(=O)c1ccccc1O)c1ccc(NC(=O)c2ccccc2)cc1	1
CC(=NNC(=O)c1cc(O)ccc1O)c1cccc(NC(=O)c2ccc(Cl)cc2)c1	-7
Cn1cnc(S(=O)(=O)NCCCn2ccnc2-c2ccccc2)c1	1

Assay outcomes from PubChem BioAssay.
